PPARg SRC-2 ag: agonists of SRC-2 recruitment by human PPARgamma | activation, % at 8 µM | P37231 | hit rate 0.34% among 200,000 | PPARgamma LBD-SRC-2 recruitment, biochemical | AID 1032; in the data active = activation above about 22%;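 also: 0% = vehicle and 100% = reference agonist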
TNAP act hiacc: increases human TNAP activity under high phosphate acceptor concentration; AID 1136; 200,000 tested, under 10 active; purified TNAP, CDP-star luminescence, 1 M DEA, 30 min; hits give high values; 0 = EDTA background, 1 = DMSO-only activity; activation factor at 20 µM; P05186;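 active = activation factor at least 2 at 20 µM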
Target sequence (P05186 whole entry, looked up): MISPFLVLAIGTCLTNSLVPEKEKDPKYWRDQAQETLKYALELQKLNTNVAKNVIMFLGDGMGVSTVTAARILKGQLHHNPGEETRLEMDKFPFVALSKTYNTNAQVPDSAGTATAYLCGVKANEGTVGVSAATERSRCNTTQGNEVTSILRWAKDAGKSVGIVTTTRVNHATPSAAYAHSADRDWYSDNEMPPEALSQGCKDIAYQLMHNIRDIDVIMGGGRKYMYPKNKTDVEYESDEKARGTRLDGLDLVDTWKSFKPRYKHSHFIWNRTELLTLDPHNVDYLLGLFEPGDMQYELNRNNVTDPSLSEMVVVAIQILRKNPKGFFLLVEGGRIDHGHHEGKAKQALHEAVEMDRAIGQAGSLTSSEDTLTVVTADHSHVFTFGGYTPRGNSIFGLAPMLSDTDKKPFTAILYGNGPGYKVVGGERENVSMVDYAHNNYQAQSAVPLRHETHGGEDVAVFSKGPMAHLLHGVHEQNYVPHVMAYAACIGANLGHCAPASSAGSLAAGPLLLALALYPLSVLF
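Dosing: 20 µM single point. System: human TNAP. Amount: TNAP 1/800 final. Incubation: 30 min, room temperature. Read-out: TNAP activation factor scaled between EDTA and DMSO control wells. Signal: luminescence from CDP-star hydrolysis. Medium: 1 M DEA, pH 9.8, Mg2+, Zn2+. Control set: EDTA negative control, DMSO positive control.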
STAT3 activator: increases IL-6 driven STAT3 reporter signal; U3A cells, IL-6 STAT3-luciferase reporter, luminescence; 100% = signal with IL-6 EC80 alone; activation (% of control), % at 5.6 µM; hit rate 0.91% among 190,000; AID 871;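 active = activation above the screen-wide mean of compound activation plus 3 SD, cut at about 130% in these data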;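 also: 0% = background luminescence of wells with medium and substrate only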
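Material: human U3A cells carrying STAT3-luciferase construct. Measured by: reporter luminescence signal. Timing: compound 1 h, then IL-6 6 h at 37 °C.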
SRC2 TRFRET art: counter-screen for PPARgamma SRC-2 recruitment agonists: TR-FRET artefact; hits give high values; TR-FRET ratio at 8 µM; hit rate 0.4% among 200,000; in the data active = TR-FRET ratio above about 2000; also: inactives centre near 1500
bIAP inhibitor: intestinal alkaline phosphatase (bovine) inhibition; purified bovine IAP, CDP-star luminescence, 30 min; inhibition, % at 20 µM; 190,000 tested, under 10 active;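 active = over 50% inhibition of intestinal alkaline phosphatase at 20 µM in the single-dose screen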
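System: purified bovine intestinal alkaline phosphatase (IAP) enzyme; Input: IAP diluted 1/65,000,000 in the well; Measured by: CDP-star luminescence signal; Compound dosing: 20 µM single dose; Incubation: 30 min reaction at room temperature.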
STAT3 inh: reduces IL-6 driven STAT3 reporter signal; U3A cells, IL-6 STAT3-luciferase reporter, luminescence; host cell line lacks STAT1; hit rate 0.89% among 190,000; inhibition, % at 5.5 µM;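 active = inhibition above the mean inhibition across all screened compounds plus 3 SD, cut at about 44% in these data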;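 also: 0% = DMSO only wells and 100% = 100 µM nifuroxazide control wells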
PPARg SRC-3 ag: promotes SRC-3 coactivator recruitment by human PPARgamma; AID 731; hit rate 0.26% among 200,000; P37231; activation, % at 8 µM; biochemical PPARgamma/SRC-3 coactivator recruitment assay; in the data active = activation above about 23%;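 also: 0% = DMSO and 100% = reference agonist; some compounds past the cut are filed as inactive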
PPARg SRC1 recr: PPARgamma-driven SRC-1 recruitment agonism; activation, % at 8 µM; hit rate 0.41% among 200,000; PPARgamma-SRC-1 coactivator recruitment biochemical assay; AID 631; P37231; in the data active = activation above about 19%;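 also: 0% = DMSO and 100% = reference agonist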
STAT1 inh: inhibitors of IFN-gamma induced STAT1 signaling. NIH 3T3 STAT1-luciferase reporter, luminescence. inhibition, % at 5.5 µM. hit rate 0.35% among 200,000. AID 920;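 active = inhibition above a set limit, the mean inhibition across all tested compounds plus 3 SD, cut at about 34% in these data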;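 also: 0% = IFN-gamma with DMSO and 100% = IFN-gamma with 300 µM nifuroxazide; values of inactives mirror those of a sister screen read the other way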
bIAP act: increases bovine intestinal alkaline phosphatase activity. purified bovine IAP, CDP-star luminescence, 30 min; hits give high values; fold of DMSO-control signal, blank-subtracted. activation factor at 20 µM. hit rate 0.17% among 200,000;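 active = activation factor of 2 or more at 20 µM, a signal rise over negative controls twice the positive control's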
ROMK mod: human ROMK K+ channel modulation, primary screen | P48048 | Tet-inducible ROMK, thallium flux fluorescence; actives lie on both sides | hit rate 2% among 130,000 | B-score at 10 µM | AID 1918;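 active = signal ratio slope over the read window, or its plate-corrected B-score, at least 3 SD from the plate mean, either direction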;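 also: B-score of the F/F0 ratio slope over 7 to 12 s after thallium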
Target sequence (P48048 whole entry, looked up): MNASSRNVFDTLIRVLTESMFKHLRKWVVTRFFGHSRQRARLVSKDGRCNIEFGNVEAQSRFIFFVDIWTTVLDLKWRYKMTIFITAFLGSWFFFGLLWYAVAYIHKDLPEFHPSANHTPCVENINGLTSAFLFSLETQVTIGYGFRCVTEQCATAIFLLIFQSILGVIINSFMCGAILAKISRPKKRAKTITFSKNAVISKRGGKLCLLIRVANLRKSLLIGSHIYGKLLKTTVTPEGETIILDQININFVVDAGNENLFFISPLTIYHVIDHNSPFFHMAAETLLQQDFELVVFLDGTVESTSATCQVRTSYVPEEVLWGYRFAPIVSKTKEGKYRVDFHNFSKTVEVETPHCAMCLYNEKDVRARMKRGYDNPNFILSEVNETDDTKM
Numbers without * were called inactive; / = not tested or not shown. The order is random. Share with any hit: about 3.7%.

nr	mol	PPARg SRC-2 ag	TNAP act hiacc	STAT3 activator	SRC2 TRFRET art	bIAP inhibitor	STAT3 inh	PPARg SRC-3 ag	PPARg SRC1 recr	STAT1 inh	bIAP act	ROMK mod
1	CC(=O)c1ccc(N2CCN(C(=O)CCCn3c(=O)[nH]c4ccc(Br)cc4c3=O)CC2)cc1	3	1	104	1543	2	0	1	-2	7	1	-3.1
2	N#C/C(=C(/O)CN1CCN(c2ccccc2F)CC1)c1nc(-c2ccccc2)cs1	9	1	97	1352	2	7	7	1	2	1	/
3	CC(C)c1ccc2[nH]c3c(c2c1)CCCC3=O	0	1.1	90	1644	5	18	2	-8	-5	0.9	-0.023
4	O=C(Nc1ccc(NC(=O)c2ccccn2)cc1)C(=O)Nc1ccc2c(c1)OCCO2	8	1	93	1645	-28	13	10	9	-15	1.3	0.17
5	CCc1ccc(NC(=O)COC(=O)C2(c3ccc(Cl)cc3)CCCC2)cc1	8	1	94	1517	10	4	5	-7	10	0.9	/
6	Cc1cccc(C)c1N/C=C/c1onc(C)c1[N+](=O)[O-]	2	1	108	1758	9	-10	3	5	2	0.9	0.58
7	Cc1ccccc1-n1c(Cn2c(=O)sc3ccccc32)nnc1SCC(=O)N1CCOCC1	-4	1	104	1709	-1	0	3	2	1	1	/
8	CN(C)S(=O)(=O)c1ccc(C(=O)Nc2ccccc2[N+](=O)[O-])cc1	1	1	105	1524	-3	-3	-1	6	-12	1	0.0017
9	CC(=O)c1ccc(NC(=O)C2CCC(C)NC2=O)cc1 (stereo unspecified)	-6	1	100	1474	4	0	1	-2	-1	1	/
10	NC(=O)C1CCCN(Cc2ccc(Cl)cc2)C1 (stereo unspecified)	-6	1.1	96	1560	6	9	1	10	-1	0.9	/
11	Cc1ccnc(NC(=O)c2sc3ccccc3c2Cl)c1	-1	1	72	1452	6	33	0	3	-73	0.9	0.022
12	Cc1cccc(C)c1NS(=O)(=O)c1ccc(NC(=O)c2ccc(Cl)c([N+](=O)[O-])c2)cc1	-8	1	102	1545	/	2	2	8	0	0.5	0.16
13	c1ccc(C2OC3c4cccc5cccc(c45)C3N2c2ccccc2)cc1 (stereo unspecified)	10	1.1	101	1490	18	0	-5	1	-5	0.8	/
14	C/C=C/c1ccccc1OCc1ccc(C(=O)O)o1	10	1.1	106	1420	8	-4	-8	-2	2	0.9	-0.3
15	c1ccc(Cc2nnc3sc(Nc4ccccc4)nn23)cc1	0	1.1	71	1493	16	39	6	-4	11	0.8	/
16	CC(=O)C1=C(O)C(=O)N(c2ccc(C(=O)O)cc2)C1c1ccccc1 (stereo unspecified)	3	1	100	1374	6	-2	3	2	5	0.9	-0.37
17	CCC(C)NC(=O)CCNS(=O)(=O)c1ccc(Br)cc1 (stereo unspecified)	2	1	99	1472	4	7	-1	-1	-3	1	/
18	Cn1nnc(NC(=S)NC(=O)c2ccco2)n1	-6	1	108	1539	-49	-7	0	-7	-10	1.5	/
19	O=C(NNC(=O)c1cccs1)c1ccccc1	-2	1	99	1262	1	4	-1	-2	-5	1	0.73
20	CC(C)(C)NC(=O)NC(=O)CSc1ncccn1	6	1	101	1748	-10	4	4	3	-7	1.1	0.63
21	COCCNC(=O)/C(C#N)=C/c1ccc(C)o1	-4	1	98	1489	0	5	-1	-3	-10	1	/
22	COC(=O)c1ccc(NC(=S)NCCc2ccccc2C)cc1	9	1	91	1629	5	9	1	6	1	0.9	0.017
23	Cc1ccc(C)c(S(=O)(=O)c2c(N)n(/N=C/c3ccco3)c3nc4ccccc4nc23)c1	-4	1	88	1712	1	23	-1	-3	-10	1	/
24	Cc1csc(Nc2ccccc2C(F)(F)F)n1	-1	1	91	1498	13	14	-1	4	0	0.9	/
25	Cc1ccc(/C=N/NC(=O)Cn2cnc3c2c(=O)n(C)c(=O)n3C)s1	-6	1	98	1412	-8	0	1	-2	4	1.1	1.2
26	CCOC(=O)c1c(NC(=O)CSc2nnc(-c3c[nH]c4ccccc34)n2CC)sc2c1CCCC2	2	1.1	103	1482	11	-3	-2	0	-3	0.9	0.37
27	O=C(O)CCc1nn2cnc3sc4c(c3c2nc1=O)CCCC4	-3	1.1	106	1504	9	-7	-5	-1	1	0.9	0.51
28	O=C(Nc1ccccc1)C1=C[C@H](c2ccc3c(c2)OCO3)C[C@H](OCc2ccc(CO)cc2)O1	11	1	/	1611	-18	/	-2	8	-9	1.2	/
29	CCN1CCc2nc(NC(=O)C(c3ccccc3)c3ccccc3)sc2C1	-7	1.1	102	1521	-1	-6	-3	5	6	1	-0.72
30	O=C(c1ccc(Cl)cc1)N(Cc1cccs1)C1CCS(=O)(=O)C1 (stereo unspecified)	4	1	103	1759	1	0	1	-2	-11	1	/

Overlap with the part before: 4 entries, followed by the next part.
nr	mol	PPARg SRC-2 ag	TNAP act hiacc	STAT3 activator	SRC2 TRFRET art	bIAP inhibitor	STAT3 inh	PPARg SRC-3 ag	PPARg SRC1 recr	STAT1 inh	bIAP act	ROMK mod
27	O=C(O)CCc1nn2cnc3sc4c(c3c2nc1=O)CCCC4	-3	1.1	106	1504	9	-7	-5	-1	1	0.9	0.51
28	O=C(Nc1ccccc1)C1=C[C@H](c2ccc3c(c2)OCO3)C[C@H](OCc2ccc(CO)cc2)O1	11	1	/	1611	-18	/	-2	8	-9	1.2	/
29	CCN1CCc2nc(NC(=O)C(c3ccccc3)c3ccccc3)sc2C1	-7	1.1	102	1521	-1	-6	-3	5	6	1	-0.72
30	O=C(c1ccc(Cl)cc1)N(Cc1cccs1)C1CCS(=O)(=O)C1 (stereo unspecified)	4	1	103	1759	1	0	1	-2	-11	1	/
31	CC1=C(C(=O)N2CCOCC2)C(c2ccc(O)cc2)NC(=S)N1 (stereo unspecified)	8	1.1	100	1484	15	2	5	0	8	0.9	-0.26
32	CCSC1=NCN(CCCC(=O)O)CN1	7	1	103	1598	-7	3	6	3	3	1.1	/
33	Cc1cc(NC(=O)C2CC(c3c(F)cccc3Cl)=NO2)n(-c2ccccc2)n1 (stereo unspecified)	-4	1	104	1358	-9	0	-1	-3	10	1.1	-0.27
34	Cc1nn2c3c(cnc2c1-c1ccccc1)C(=O)CCC3	4	1.1	98	1489	7	10	5	4	-18	0.9	0.034
35	O=S(=O)(c1ccc2ccccc2c1)N1CCN(Cc2ccccn2)CC1	-3	1	106	1451	11	-6	0	-5	1	0.9	-0.25
36	CCCNC(=S)N1CCC(c2nc3cc(C)c(C)cc3[nH]2)CC1	-2	1	111	1574	2	-1	-10	-18	-12	1	/
37	COc1ccc(/C=C(\NC(=O)c2cccs2)C(=O)N2CCOCC2)cc1OC	-3	1	109	1397	-92	-8	0	0	-6	1.9	/
38	Cc1cc(-c2ccccc2)n[nH]1	1	1	95	1775	-2	12	0	0	-9	1	-0.2
39	N=C(N)c1ccc(Cl)cc1	2	1	105	1489	1	-2	4	4	-5	1	0.33
40	CCOC(=O)c1c(C)nc2c(c1C)c(=O)oc1ccccc12	7	1	96	1447	7	9	15	4	-35	0.9	/
41	O=C(Cn1nnc(-c2ccccc2)n1)OCc1csc(-c2ccccc2)n1	-5	1.1	97	1315	13	9	-5	-1	-29	0.9	/
42	Cc1ccc(NC(=O)COn2nnc3ccc(S(=O)(=O)N(C)C)cc32)cc1F	1	1	101	1526	13	-1	-9	-3	3	0.9	-0.023
43	CN(CC1COc2ccccc2O1)C(=S)Nc1ccccc1 (stereo unspecified)	10	/	99	1502	/	6	18	4	-7	/	/
44	CCOC(=O)Cc1c(Sc2ccccc2)c2ccccc2n1C	11	1	99	1527	21	-3	5	-1	6	0.8	/
45	COC(=O)c1ccc(/C=C/c2ccc3cccc(OC(C)=O)c3n2)cc1	3	0.9	78	1418	-12	29	-2	-3	-1	1.1	/
46	CCOc1ccc2c(c1)C(N(CCN1CCOCC1)C(=O)Nc1ccc(OC)cc1OC)CC(C)(C)O2 (stereo unspecified)	6	1	104	1523	-2	2	4	1	0	1	0.67
47	CC(CCc1ccccc1)NC(=O)COC(=O)C1=COCCO1 (stereo unspecified)	-1	1.1	101	1347	8	1	-1	-3	-4	0.9	/
48	CNS(=O)(=O)c1ccc(NC(=O)C(CCSC)NC(N)=O)cc1 (stereo unspecified)	3	1	101	1668	-3	4	-1	4	4	1	0.72
49	CC1(C)COC(c2coc3ccccc3c2=O)OC1	-2	1	111	1392	4	-10	-1	-3	-30	1	/
50	COc1ccc(C2CC(c3ccc(OC)cc3)n3nc(N)nc3N2)cc1 (stereo unspecified)	-1	1	104	1534	3	-4	4	6	-4	1	/
51	COC(=O)c1cn(C(=O)c2cccs2)c2ccccc12	7	1	92	1560	7	14	10	3	3	0.9	/
52	Nc1c(C(=O)Nc2ccc(S(=O)(=O)N3CCCC3)cc2)sc2nc3cc4c(cc3cc12)CCC4	-2	1	94	1514	7	9	-1	5	-21	0.9	/
53	CC1CCCC(C)N1C(=O)COc1ccc(C(=O)N/N=C/c2ccc(C(=O)O)cc2)cc1 (stereo unspecified)	6	1	104	1468	8	-3	1	-3	0	0.9	0.83
54	O=C1CC(c2ccccc2)CC(O)=C1C=NCCN1CCNCC1 (stereo unspecified)	-3	1.1	107	1586	-1	-5	4	4	-3	1	-0.048
55	COc1ccc(-c2ccc(SCC(=O)NCC3CCCO3)nn2)cc1OC (stereo unspecified)	8	1.1	121	1562	4	-15	7	9	-2	1	0.52
56	CCCCSC1(SCCCC)N=C(N)C2(C#N)C(c3ccccc3)NC(C)=CC12C#N (stereo unspecified)	-3	1.1	100	1684	5	4	1	-3	3	1	/
57	CCC(C)C(NC(=O)c1ccc(Cl)cc1)C(=O)O (stereo unspecified)	-1	1	105	1449	7	-2	3	1	-4	0.9	0.67
58	CCn1cc(C(=O)OC(C)C(=O)Nc2c(C)n(C)n(-c3ccccc3)c2=O)c(=O)c2ccc(C)nc21 (stereo unspecified)	2	1	95	1595	-4	14	11	6	4	1	0.38
59	COc1ccc(C)cc1S(=O)(=O)N1CCOCC1	2	1	95	1549	-4	8	2	-2	-7	1	0.5
60	O=C(NCc1ccc(F)cc1)C1CCC(=O)N1C1CCCCC1 (stereo unspecified)	6	1.1	68	1672	4	45*	0	2	0	1	-0.39
61	CCOc1cccc(/C=N/NC(=S)NCCN2CCOCC2)c1O	0	0.9	90	1602	-3	19	-3	6	9	1	1.8
62	N#CC1=C(N)Oc2cc(N)ccc2C1c1ccc(F)cc1 (stereo unspecified)	3	1.1	97	1433	28	0	-1	5	-1	0.7	-1.1
